GalR3 antag – GalR3 antagonists in HEK293 cells, primary screen, cell-based, fluorescence readout; Galanin receptor type 3 (Homo sapiens), O60755; HEK293 GalR3-CNG cAMP membrane potential fluorescence; galR3 body fused to GalR1 C-terminus; inhibition, % at 3 µM; actives 0.44% (n = 360,000); AID 651719, 2012;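 active = inhibition above the screen-wide average plus 3 SD, cut at about 13% in these data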;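 note: forskolin and galanin both at EC90 stimulate the cells; cAMP rise reported by CNG channel membrane potential dye signal; 0% = forskolin plus galanin with DMSO and 100% = forskolin alone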
Target sequence (O60755 1-299 limits assumed): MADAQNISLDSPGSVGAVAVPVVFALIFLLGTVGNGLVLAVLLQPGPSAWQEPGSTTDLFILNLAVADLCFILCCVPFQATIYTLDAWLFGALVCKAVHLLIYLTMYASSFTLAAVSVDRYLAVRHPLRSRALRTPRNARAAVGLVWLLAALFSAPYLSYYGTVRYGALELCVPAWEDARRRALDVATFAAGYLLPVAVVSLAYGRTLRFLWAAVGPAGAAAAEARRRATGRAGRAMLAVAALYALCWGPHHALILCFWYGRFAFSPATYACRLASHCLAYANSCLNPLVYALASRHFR
* marks the source's active call; other numbers are inactive results.

SMILES | GalR3 antag
CCC1(c2ccccc2)SCC(c2ccccc2)=NC1=O (stereo not drawn) | -1
COc1ccc(NC(=O)CCCOc2ccc(C)cc2)cc1S(=O)(=O)N1CCCCC1 | -2
CN(C)CCN1CCN([C@H]2CS(=O)(=O)N[C@@H]2COCc2ccccc2)CC1 | -2
C=C1C(=O)OC2C1C(OC(=O)C(C)=CC)CC(=C)C1C(O)C3OC3(C)C21O (stereo not drawn) | -4
O[C@@H]1C[C@H](c2ccc(Cl)cc2)N(Cc2cccs2)C[C@H]1n1cc(C2CC2)nn1 | -4
CC1C(=O)N(Cc2cn(CCC3OCCCO3)nn2)CCS(=O)(=O)N1Cc1ccc(-c2ccc(F)cc2)cc1 (stereo not drawn) | -4
COCCn1c(SCC(=O)Nc2ccc(F)cc2)nc2c(c1=O)SCC2 | -5
COc1cc(C(=O)NCCc2ccc3c(c2)OCO3)cc(OC)c1OC | -3
CCCCCCCCCCCCCCCC[N+](C)(C)CCl | 3
CN[C@H]1C[C@@H](c2ccccc2Br)N(C(C)=O)C[C@H]1CO | -7
CN(CC(=O)Nc1cc(S(=O)(=O)N2CCCC2)ccc1Cl)Cc1nc2ccccc2c(=O)[nH]1 | -6
COC(=O)N[C@H]1CC=C[C@@H]1Cc1cccc(Oc2ccccc2)c1 | -8
CN(C)c1ccc(N(C)C)c(C(O)(c2ccccc2)c2ccccc2)c1 | -11
CCCn1c(N)c(N(CCOC)C(=O)c2c(CC)noc2C)c(=O)[nH]c1=O | -4
Cc1cc(C(O)c2ncc(-c3ccccc3F)[nH]2)ccc1F (stereo not drawn) | -6
COc1ccccc1-c1cnc(C(O)c2c(C)cccc2C)[nH]1 (stereo not drawn) | -7
CCOC(=O)C1CCCN(CC(=O)Nc2ccc(C(=O)Nc3ccccc3OC)cc2)C1 (stereo not drawn) | -4
CS(=O)(=O)c1cccc(C(=O)OCC(=O)c2ccc3c(c2)OCCO3)c1 | -3
Cc1cccc(C)c1NC(=O)C(c1ccccc1)n1c(=O)c(-c2cc3ccccc3[nH]2)nc2ccccc21 (stereo not drawn) | -5
CC(NC(=O)c1ccc(Cl)c(S(=O)(=O)NC2CC2)c1)c1ccco1 (stereo not drawn) | -6
NC(=O)c1c(N)[nH]c(C(=O)c2ccccc2)c1-c1ccc(Br)cc1 | -4
CCOC(=O)C1=CN(CC)S(=O)(=O)NC1CCc1ccccc1 (stereo not drawn) | -2
C[C@@H]1CN([C@H](C)CO)C(=O)c2cc(-c3ccc(C(=O)N(C)C)cc3)cnc2O[C@@H]1CN(C)C(=O)c1cccnc1 | -5
COc1cccc(CNC(=O)c2ccc(S(=O)(=O)N3CCOCC3)cc2)c1 | -3
CC(=O)Nc1ccc(OCc2ccccc2)cc1[N+](=O)[O-] | 2

At a glance, some entries already given:
SMILES | GalR3 antag
CCC1(c2ccccc2)SCC(c2ccccc2)=NC1=O (stereo not drawn) | -1
COc1ccc(NC(=O)CCCOc2ccc(C)cc2)cc1S(=O)(=O)N1CCCCC1 | -2
CN(C)CCN1CCN([C@H]2CS(=O)(=O)N[C@@H]2COCc2ccccc2)CC1 | -2
C=C1C(=O)OC2C1C(OC(=O)C(C)=CC)CC(=C)C1C(O)C3OC3(C)C21O (stereo not drawn) | -4
O[C@@H]1C[C@H](c2ccc(Cl)cc2)N(Cc2cccs2)C[C@H]1n1cc(C2CC2)nn1 | -4
CC1C(=O)N(Cc2cn(CCC3OCCCO3)nn2)CCS(=O)(=O)N1Cc1ccc(-c2ccc(F)cc2)cc1 (stereo not drawn) | -4
COCCn1c(SCC(=O)Nc2ccc(F)cc2)nc2c(c1=O)SCC2 | -5
COc1cc(C(=O)NCCc2ccc3c(c2)OCO3)cc(OC)c1OC | -3
CCCCCCCCCCCCCCCC[N+](C)(C)CCl | 3
CN[C@H]1C[C@@H](c2ccccc2Br)N(C(C)=O)C[C@H]1CO | -7
CN(CC(=O)Nc1cc(S(=O)(=O)N2CCCC2)ccc1Cl)Cc1nc2ccccc2c(=O)[nH]1 | -6
COC(=O)N[C@H]1CC=C[C@@H]1Cc1cccc(Oc2ccccc2)c1 | -8
CN(C)c1ccc(N(C)C)c(C(O)(c2ccccc2)c2ccccc2)c1 | -11

Remaining list, next part.
SMILES | GalR3 antag
C=CCN1c2ccccc2Sc2cnccc21 | -4
C[C@@H]1CN([C@@H](C)CO)S(=O)(=O)c2ccc(-c3cccc(C#N)c3)cc2O[C@@H]1CN(C)C(=O)c1ccc(F)cc1 | -5
Cc1noc(C)c1NC(=O)N(C)C[C@H]1OCc2cn(nn2)CCCC(=O)N([C@H](C)CO)C[C@@H]1C | -6
CC1=CC2(C)C(C3C(C)=CC2(C)C(=O)C3(C)O)C(C)(O)C1=O (stereo not drawn) | 1
COc1ccc(C=C2SC(=O)NC2=O)cc1OC | -5
O=C1NC(=O)C2(N1)c1ccccc1-c1ccccc12 | -3
O=C(NCc1ccncc1)c1csc([C@@H]2C[C@H](O)[C@@H](CO)O2)n1 | 1
c1csc(-c2ccc3nncn3c2)c1 | -7
CC(=O)NC(c1ccccc1)c1nc(-c2cccnc2)cs1 (stereo not drawn) | 1
CC(=O)NCCNc1nc(NCc2ccccc2)nc2ccsc12 | -3
CC(C)C[C@H]1CNC(=O)C(=O)N1C[C@H](Cc1ccc(O)cc1)NC(=O)Cc1ccccc1 | -5
Nc1nc2ccc(Cl)cc2o1 | -5
O=C(NCCc1ccccc1)c1c[nH]c2ccc(F)cc2c1=O | -9
COc1ccccc1CNC(=O)CN1C(=O)NC(c2ccccc2)(c2ccc(C)c(C)c2)C1=O (stereo not drawn) | -7
O=C(Nc1cccc(F)c1)Nc1nnc([C@@H]2C[C@H](O)[C@@H](CO)O2)s1 | -5
COc1ccc(-c2cnc(C(O)c3ccc(CN4CCCCC4)cc3)[nH]2)cc1 (stereo not drawn) | -7
O=C1NC(=S)S/C1=C\c1cc(Cl)cc(Cl)c1O | -5
CC(C(=O)Nc1ccc2c(c1)OCCO2)N(C)CC(=O)Nc1ccccc1Br (stereo not drawn) | -2
CCOC(=O)C1=CCN(S(=O)(=O)c2ccc(C)cc2)C1c1ccccc1 (stereo not drawn) | -5
O=S1(=O)N[C@@H](CC2CCCCC2)COc2cc(Br)ccc21 | -5
O=C(CC[C@H]1O[C@@H](n2ccc(=O)[nH]c2=O)[C@H](O)[C@@H]1O)N[C@H](Cc1ccccc1)C(=O)NCc1ccccc1 | -2
O=C(NCCc1ccc2c(c1)OCCO2)c1cc(S(=O)(=O)N2CCCC2)ccc1Br | -5
CCCNC(=O)C1(C)CCN(C(=O)c2c(F)ccc(C)c2F)C1 (stereo not drawn) | -6
CC(C)N1CC2(CC(c3ccc(Cl)cc3Cl)=NO2)CN1C(=O)c1ccc(C(C)(C)C)cc1 (stereo not drawn) | -4
O=C1NC[C@H](CCCCN2C[C@H](Cc3ccc(O)cc3)N(CCc3ccc(O)cc3)C(=O)C2=O)N(CCc2ccccc2)C1=O | -6

Carrying on.
SMILES | GalR3 antag
CCCCOCCCNC(=O)C[C@H]1C[C@@]2(C(=O)OC)C(=C[C@H](C3CCCC3)O[C@@H]2C)N(Cc2ccccc2)C1=O | -4
O=C(Nc1nccs1)c1csc([C@H]2C[C@H](O)[C@@H](CO)O2)n1 | -4
c1ccc(CN=C(NCc2ccccc2)NCc2ccccc2)cc1 | -2
COc1ccc(NC(=O)CCNC(=O)c2ccccc2Cl)cc1S(=O)(=O)N1CCCCC1 | -7
COc1cccc(C(=O)Nc2ccc3nc4n(c(=O)c3c2)CCCCC4)c1 | -7
Cc1ccc(S(=O)(=O)N2C[C@H]3C(=O)C[C@@H](c4cccc(Cl)c4)N(S(=O)(=O)c4ccc(C)cc4)[C@H]3C[C@H]2c2ccccc2)cc1 | -5
CC(C)(C)c1ccc(CC(=O)N2CCC2(C)C(=O)NCc2ccc3c(c2)OCO3)cc1 (stereo not drawn) | -7
CC1CCCCC12NC(=O)N(CC(=O)N1CCc3ccccc3C1)C2=O (stereo not drawn) | -6
Cc1n[nH]c2c([N+](=O)[O-])c(=O)[nH]c(=O)n12 | -5
CC(C)(C)n1nc(C2CC2)c(Br)c1NC(=O)c1ccccc1F | -7
COc1cccc(CNC(=O)[C@@H]2CCCN2C(=O)[C@@H]2CCCN2C(=O)c2c(F)cccc2F)c1 | -3
CCCCn1c(N)c(N(CC(C)C)C(=O)CCN2C(=O)C3CC=CCC3C2=O)c(=O)[nH]c1=O (stereo not drawn) | 3
CC(C)(CCc1ccccn1)C(=O)CCCc1ccccn1 | -4
COc1ccc(OCCCC(=O)OCC(=O)N2CCN(S(=O)(=O)c3ccc(C)cc3C)CC2)cc1 | -3
Cc1cc(N2CCNC[C@H]2C)ccc1N1CCN(Cc2ccccc2)[C@H](C)C1 | -8
COc1ccc(CCC(=O)Nc2ccc(Cl)c(S(=O)(=O)N3CCOCC3)c2)cc1OC | -7
CS(=O)(=O)c1ccc(Nc2nc(C(N)Cc3ccc(C(F)(F)F)cc3)cs2)cc1 (stereo not drawn) | -8
Nc1c(C(=O)NCC2CCCO2)c2nc3ccccc3nc2n1/N=C/c1ccncc1 (stereo not drawn) | 1
Cn1nccc1-c1coc2c(C(=O)NCC3CCOCC3)cccc12 | -2
Cc1ccc(Cc2c(-c3cccc(Cl)c3)nc3ccc(Cl)cn23)cc1 | -7
C=CC[C@]12C[C@@]3(O[C@H](c4ccc(C(F)(F)F)cc4)N=C3C[C@H](c3ccc(OC)cc3)[C@H]1C)N(Cc1ccncc1)C2=O | -7
COc1ccc(NC(=O)Nc2cccc3[nH]c([C@@H]4O[C@H](CO)[C@@H](O)[C@H](O)[C@H]4O)nc23)cc1OC1CCCC1 | -4
COc1cc(OC)cc(C(=O)NCC(=O)N2CC=C(c3ccccc3)CC2)c1 | -3
CCOC(=O)C1=CCN(S(=O)(=O)c2ccccc2C)C1c1ccc(F)cc1 (stereo not drawn) | -8
C[C@@H]1CN([C@@H](C)CO)C(=O)c2cc(Br)cnc2O[C@@H]1CN(C)S(=O)(=O)c1ccc(F)cc1 | -5

Carrying on.
SMILES | GalR3 antag
CC1C(=O)N(Cc2cn(CCC3OCCCO3)nn2)CCS(=O)(=O)N1Cc1ccc(-c2cccc(N(C)C)c2)cc1 (stereo not drawn) | 1
COC(=O)[C@]12C[C@H](CC(=O)N3CCN(C(=O)C4CC4)CC3)C(=O)N(CCC3=CCCCC3)C1=C[C@H](C(C)(C)C)O[C@@H]2C | -7
O=c1[nH]nnc2c1cnn2-c1ccccc1 | -6
Cc1cc(C(=O)COC(=O)c2cccc(S(=O)(=O)N(C)C)c2)c(C)n1CC1CCCO1 (stereo not drawn) | -1
CCc1nc2ccc(C(=O)Nc3ccc(OC)c(OC)c3)cn2c1N(CC)Cc1ccc(OC)c(OC)c1 | -8
CCCCN1C(=O)C(CC(=O)NC2CCCCC2)CC(C(=O)N(C)C)=C1C (stereo not drawn) | -6
CCC(=O)Nc1ccc(C(=O)NNC(=O)CCCCC(=O)NNC(=O)c2ccc(NC(=O)CC)cc2)cc1 | -1
COc1ccc(CNC(=O)CN2CCC(NC(=O)c3cccc(OC)c3)CC2)cc1 | 2
COc1ccc(CN(C)C(=O)[C@H]2O[C@@H](n3ccc(N)nc3=O)[C@H](O)[C@@H]2O)cc1OC | -6
Cc1cc(C)cc([C@H]2C[C@]34CN(C(=O)OC(C)(C)C)S(=O)(=O)[C@H]3C[C@H]2O4)c1 | -8
CCCS(=O)(=O)NC(=O)C1(C)CCN(C(=O)c2snnc2C)C1 (stereo not drawn) | -7
Cn1nc(C(C)(C)C)cc1C(=O)N1CCCC(c2cc(C(=O)Nc3ccccc3Cl)no2)C1 (stereo not drawn) | -7
COc1ccc2[nH]c3c(c2c1)CCN1C(=O)C(CC(=O)NCCc2ccccn2)C[C@H](C(=O)N(C(C)C)C(C)C)[C@@]31C (stereo partly drawn) | 0
O=C(Nc1ccc(Cl)cc1)c1csc([C@@H]2C[C@H](O)[C@@H](CO)O2)n1 | -5
CSc1ccc(-c2cccc3nncn23)cc1 | -7
CSc1ccc(CN2CCC(C)(Oc3cccc(Cl)c3)C2)cc1 (stereo not drawn) | -5
O=c1[nH]nc(-c2ccc([N+](=O)[O-])o2)c(=O)[nH]1 | -4
O=C(c1cc(C2CCCCN2S(=O)(=O)c2ccccc2)on1)N1CCOCC1 (stereo not drawn) | -1
CC(=O)N(C)C[C@@H]1Oc2cc(Br)ccc2S(=O)(=O)N([C@H](C)CO)C[C@@H]1C | -6
CC(NC(=O)c1ccccc1Cl)C(=O)NCc1cccs1 (stereo not drawn) | 2
O=C(N[C@H](C(=O)N1CCC[C@H]1C(=O)NCCc1ccccc1Cl)C1CCCCC1)c1ccccc1 | -6
CN(CC(=O)Nc1cccc(F)c1)C(=O)c1cccc(S(=O)(=O)N2CCN(c3ccc(F)cc3)CC2)c1 | -7
Cc1cc(Br)c2nc(-c3ccc(Cl)cc3)c(Cc3cccc(Cl)c3)n2c1 | -4
COC(=O)[C@]12C[C@H](CC(=O)NCc3ccccc3)C(=O)N(CCC3=CCCCC3)C1=C[C@H](COCc1ccccc1)O[C@@H]2C | -11
CCc1nc2ccc(C(=O)NCCCn3ccnc3)cn2c1N(C)Cc1ccc(OC)cc1 | -3

New compounds follow:
SMILES | GalR3 antag
COc1ccc([C@H]2CN(c3ccc(OC)cc3)C(=O)[C@@H]2CC(=O)Nc2ccccc2)cc1 | -4
C[C@H](CO)N1C[C@H](C)[C@@H](CN(C)C(=O)Nc2ccc3c(c2)OCO3)OCc2cn(nn2)CCCC1=O | -1
O=C(CN1CCN(C(=O)CCC(=O)N2CCC(c3ccccc3)=N2)CC1)Nc1ccc(F)cc1 | -3
O=C(C(=O)N(C1CCCCC1)C1CCCCC1)c1ccccc1 | -2
COc1ccc(C(=O)N2CCOCC2c2cc(C(=O)NCc3ccccc3)no2)cc1 (stereo not drawn) | -6
COCCCN1C(=O)C(CC(=O)NCCc2ccccn2)CC(C(=O)N2CCOCC2)=C1C (stereo not drawn) | 1
CCCCNC(=O)C1(C)CCCCN1C(=O)c1ccc2c(c1)CCO2 (stereo not drawn) | -5
CCN(CC)CCN(C(=O)c1ccc2c(c1)CCCC2)c1nc2c(OC)cccc2s1 | -11
COc1ccc(C(=O)NCCCN2CCN(CCCNC(=O)c3ccc(OC)c(OC)c3)CC2)cc1OC | -1

These rows are one share of the data; count on the stated rates, not on these rows.
